From PubChem
FUS suppressor – suppressors of FUS proteinopathy in yeast; hit rate 0.24% among 390,000; S. cerevisiae FUS-expressing, growth rescue, OD600, 24 h; AID 1347120; Potency, µM (top dose mostly 76.6 µM), for inactives: at the highest dose growth rescue (activation), actives largely listed as activators;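 note: potency is the fitted concentration of half-maximal effect; plate controls were DMSO vehicle for no effect and reference control for full effect; nearly all actives have a fitted effect of over 55% in size; some results filed as inactive show a strong effect at the top dose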
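Yeast expressing FUS under galactose induction, OD 0.005 in 2% galactose medium; compounds in a dilution series, 24 h at 30C. Growth rescue by absorbance at 600 nm; CP55940 positive control, DMSO negative.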
EPAC1 ag – activates human EPAC1 exchange factor; EPAC1 agonist qHTS, biochemical assay; response scale: 100% = response to 6.5 mM cAMP; Potency, µM (top dose mostly 154 µM), for inactives: at the top dose activation, most hits filed as activators; hit rate 0.073% among 360,000; AID 720707; note: potency is the fitted concentration of half-maximal effect; nearly all actives have a fitted effect of over 60% in size
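Nucleotide exchange assay: 100 nM EPAC1 with 250 nM Rap1B loaded with BODIPY-GDP and 50 uM GDP, room temperature. Fluorescence (480/540 nm) read every 5 min for 30 min; signal change normalized to 6.5 mM cAMP as full agonist.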
EPAC1 antagonist – antagonists of human EPAC1; O95398; EPAC1 GEF assay, Rap1b-BODIPY-GDP exchange fluorescence; Potency, µM (doses to about 115 µM), inactives show at the top dose activity change, negative = inhibition, hits mostly inhibitors; hit rate 0.14% among 360,000; AID 720709;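 note: potency is the fitted concentration of half-maximal effect; plate controls were vehicle for no effect and positive control for full effect; nearly all actives have a fitted effect of over 50% in size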
PI5P4K alpha inh – blocks human PI5P4K alpha kinase activity; P48426; PI5P4Kalpha enzyme, ADP-Glo luminescence, 60 min; hits give low values; max response, %; hit rate 1.2% among 330,000; AID 652105; active = max response of -50% or lower; inconclusive = between -30% and -50%; inactive = -30% or higher; note: value at the top dose of about 77 µM; % is set by controls: 0 for no effect and ±100 for the full control effect
Target sequence (P48426 whole entry, looked up): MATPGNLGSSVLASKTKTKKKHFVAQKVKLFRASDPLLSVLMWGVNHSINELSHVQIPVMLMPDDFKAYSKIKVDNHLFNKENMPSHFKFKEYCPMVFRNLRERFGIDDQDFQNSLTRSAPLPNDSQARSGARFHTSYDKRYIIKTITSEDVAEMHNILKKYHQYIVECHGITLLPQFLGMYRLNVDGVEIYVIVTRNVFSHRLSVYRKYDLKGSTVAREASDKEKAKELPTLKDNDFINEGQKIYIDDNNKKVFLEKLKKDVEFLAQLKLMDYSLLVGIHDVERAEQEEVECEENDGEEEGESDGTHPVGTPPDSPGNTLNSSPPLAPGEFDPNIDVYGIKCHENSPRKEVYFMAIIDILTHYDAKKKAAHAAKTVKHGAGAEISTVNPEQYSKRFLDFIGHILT
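qHTS, 1536-well: enzyme/substrate mix, compound by pin tool, 5 microM ATP final; RT 60 min; ADP-Glo reagents 1 (45 min) then 2 (30 min); luminescence.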
PLK1 PBD block – inhibitors of human PLK1 polo-box domain binding; AID 720504; Plk1 PBD binding of FITC phosphopeptide, fluorescence polarization; hit rate 2.8% among 360,000; Potency, µM, inactives show max response, negative = inhibition, actives largely listed as inhibitors; note: potency is the fitted concentration of half-maximal effect; series mostly up to about 57 µM; % is set by controls: 0 for no effect and ±100 for the full control effect; nearly all actives have a fitted effect of over 65% in size
Target sequence (P53350 whole entry, looked up, the tested form may be a part): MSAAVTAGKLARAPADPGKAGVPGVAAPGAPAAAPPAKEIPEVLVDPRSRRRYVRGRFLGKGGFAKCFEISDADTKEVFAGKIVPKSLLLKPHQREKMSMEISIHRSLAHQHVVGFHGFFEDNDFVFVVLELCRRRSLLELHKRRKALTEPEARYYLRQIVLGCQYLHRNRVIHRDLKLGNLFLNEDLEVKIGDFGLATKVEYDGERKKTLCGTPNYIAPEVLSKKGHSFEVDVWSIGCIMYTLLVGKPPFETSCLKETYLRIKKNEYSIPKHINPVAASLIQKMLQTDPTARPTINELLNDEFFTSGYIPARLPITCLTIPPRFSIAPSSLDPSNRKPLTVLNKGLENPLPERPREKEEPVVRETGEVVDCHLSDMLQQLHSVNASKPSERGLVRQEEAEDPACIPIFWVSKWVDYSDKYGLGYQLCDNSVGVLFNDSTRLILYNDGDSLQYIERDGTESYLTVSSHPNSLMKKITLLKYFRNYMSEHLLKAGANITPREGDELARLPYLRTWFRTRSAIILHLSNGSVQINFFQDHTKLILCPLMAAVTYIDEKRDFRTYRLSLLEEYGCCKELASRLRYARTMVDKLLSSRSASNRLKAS
IL2 activator – IL-2 activation. IL-2 activation reporter assay, cell-based qHTS; stimulated with anti-CD3/CD4/CD28 beads; in transgenic mouse T cells. activation, % (series mostly up to about 46 µM). hit rate 0.065% among 360,000. AID 652025; in the data active = activation above about 50%; inconclusive = mostly about 30% to 49%; note: 0% is about no effect
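Readout: EGFP and DsRed signals by fluorescent plate cytometry. Unstimulated transgenic mouse T cells received compound 60 min before antibody-bead stimulation, then incubated 18 h at 37 degrees C.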
WRN inhibitor – inhibitors of human WRN helicase; Q14191; WRN helicase unwinding, fluorescent forked duplex, kinetic; Potency, µM (top dose mostly 114 µM), inactives show at the highest dose activity change, negative = inhibition, hits mostly inhibitors; hit rate 0.46% among 360,000; AID 651768; note: potency is the fitted concentration of half-maximal effect; % is set by controls: 0 for no effect and ±100 for the full control effect; nearly all actives have a fitted effect of over 55% in size
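Kinetic red-fluorescence monitoring (525/598 nm) tracks WRN helicase activity after 100 nM fluorophore-quencher forked duplex and 2 mM ATP are added to 20 nM enzyme pretreated 15 min at room temperature with compound.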
Abeta yeast res – compounds reversing amyloid beta toxicity in yeast; Potency, µM (top dose mostly 46.1 µM), for inactives: at the top dose growth rescue, hits mostly activators; yeast expressing A-beta42, growth rescue, OD600, 48 h; response scale: 0% DMSO, 100% iron-clioquinol control; hit rate 0.063% among 410,000; note: potency is the fitted concentration of half-maximal effect; nearly all actives have a fitted effect of over 55% in size
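Growth rescue measured by 600 nm absorbance after 48 h yeast culture at 30 C with compound. Values normalized between DMSO and an equimolar ferric chloride plus clioquinol control.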
Starred values were filed as active, the others as inactive; ? = inconclusive; . = no result given; [ ] = another dose, or the depositor's remark. Unless noted, calls come from the whole dose curve; as a rule, active = well fitted curve in the direction sought with a large enough effect; inconclusive = small, poorly fitted or top-dose-only effect, or another doubt; inactive = no such curve, though single readings can be large; an effect the other way counts as inactive or inconclusive. Rows were taken by chance. Share with any hit: about 4.1%.

SMILES	FUS suppressor	EPAC1 ag	EPAC1 antagonist	PI5P4K alpha inh	PLK1 PBD block	IL2 activator	WRN inhibitor	Abeta yeast res
COCCn1c(Cc2ccccc2)nnc1SCC(=O)Nc1cc(C)on1	15%	3%	3%	.	-1%	0.1	5%	-1%
COc1ccc(Br)cc1C(=O)NC(=S)Nc1ccc(CN2CCOCC2)cc1	17%	17%	-30%	13	-13%	-3.8	3%	3%
O=C(c1ccco1)N1CCN(S(=O)(=O)c2ccc(Cl)s2)CC1	-6%	0%	15%	.	-2%	-2.9	-3%	-22%
CC(C)c1ccccc1NC(=O)COC(=O)CNC(=O)c1ccc(Br)cc1	.	-2%	-1%	7	1%	0.1	1%	10%
Cc1cc(Cl)c(OCCCN(C)C)c(Br)c1	.	5%	-12%	0	-2%	0.0	3%	8%
CSc1ncccc1C(=O)OCC(=O)N1CCN(S(=O)(=O)c2ccc(C)cc2C)CC1	2%	0%	-27%	0	5%	-1.3	1%	-11%
COc1ccc(-n2c(SCC(=O)Nc3ccccc3)nc(O)cc2=O)cc1	?	0%	?	-19	-1%	1.2	-11%	5%
CCC(CO)NC(=O)c1ccc(-c2nn(C)c(=O)c3ccccc23)cc1 (stereo not given)	-7%	0%	-13%	-2	-4%	-0.6	-3%	15%
O=C(CCNC(=O)c1ccccc1Cl)Nc1cccc(S(=O)(=O)N2CCCCC2)c1	19%	?	-3%	1	0%	-0.3	-8%	2%
O=C(COC(=O)c1ccccc1O)Nc1cccc(S(=O)(=O)NC2=NCCCCC2)c1	6%	5%	-2%	1	-5%	0.5	-15%	-8%
Cc1cccc(OC(=O)c2ccc3c(=O)n4c(nc3c2)CCC4)c1	-2%	1%	-13%	1	-9%	0.6	-4%	-24%
CCOc1ccc(/C=C/C(=O)NCc2ccccc2)cc1	.	-10%	0%	5	-5%	-0.1	3%	3%
Cc1onc(-c2ccc(Cl)cc2)c1-c1ccnc(SCC(=O)Nc2ccc(C(C)C)cc2)n1	12%	5%	5%	6	-9%	-0.2	0%	-6%
O=C(CSc1ccccc1F)NCC(c1ccco1)N1CCCCC1 (stereo not given)	-5%	-1%	0%	-13	1%	-1.1	7%	-2%
COc1cccc(N(CC(=O)NC(C)c2ccccc2)S(C)(=O)=O)c1 (stereo not given)	25%	0%	0%	0	-10%	-1.9	8%	-1%
COc1ccc(CN(C)C(=O)[C@H](Cc2ccccc2)NC(=O)c2ccco2)c(OC)c1	27%	13%	3%	2	-3%	1.2	-2%	4%
O=C(CCC1COc2ccccc2O1)NCC1COc2ccccc2O1 (stereo not given)	6%	-1%	-15%	8	-6%	0.1	-11%	?
CC(=O)c1cccc(NC(=O)CCNC(=O)c2ccccc2Cl)c1	7%	7%	-22%	2	-8%	-0.3	9%	-12%
CCCCn1c(N)c(N(CCC(C)C)C(=O)COC(=O)Cc2ccc(Cl)cc2)c(=O)[nH]c1=O	.	-24%	18%	3	4%	-0.7	8%	-2%
COc1ccc(C(O)Cn2ccsc2=NC(C)=O)cc1 (stereo not given)	-14%	-9%	-11%	-6	4%	1.5	-2%	-18%
COc1ccc(C(CNC(=O)C2COc3ccccc3O2)N2CCCC2)cc1 (stereo not given)	-12%	0%	-16%	-5	-1%	1.0	10%	-19%
CCOC(=O)C1CCCN(/C=C2\SC(=S)N(CC)C2=O)C1 (stereo not given)	29%	-12%	-19%	0	1%	0.0	2%	9%
CCOC(=O)Cn1c(CN(Cc2ccccc2)Cc2ccccc2)nc2c1c(=O)[nH]c(=O)n2C	40%	11%	-1%	.	-6%	-0.3	3%	10%
Cc1c(C(=O)N(Cc2ccccc2)Cc2cccs2)cnn1-c1ccc(Cl)cc1	14%	13%	-19%	21	-3%	-1.1	-8%	-49%[inhibitor]
Cc1cc(C)nc(SCc2nnc(SCC#N)n2-c2cccc(Cl)c2)n1	7%	1%	1%	.	-3%	-1.9	-12%	3%
CCCCCc1nc2ccccc2c(=O)n1N	8%	3%	-7%	7	-10%	0.3	0%	15%
COc1ccc(-c2ccc(SCC(=O)NCc3ccco3)nn2)cc1	11%	-13%	10%	.	-9%	-2.9	-11%	-7%
NS(=O)(=O)c1ccc(NC(=O)N[C@@H](Cc2ccccc2)C(=O)O)cc1	14%	6%	9%	-2	-10%	0.3	16%	-5%
COCCCNC(=O)CSc1nc2ccc(N3CCOCC3)cc2c(=O)n1CCc1ccccc1	?	12%	-10%	.	-13%	-2.5	-2%	-5%
O=C(c1ccco1)N(Cc1cccc([N+](=O)[O-])c1)c1ccc(Br)cc1	23%	2%	-21%	-5	-19%	-4.4	-22%	-20%

Reprinted at random: four compounds from above.
SMILES	FUS suppressor	EPAC1 ag	EPAC1 antagonist	PI5P4K alpha inh	PLK1 PBD block	IL2 activator	WRN inhibitor	Abeta yeast res
CCOC(=O)C1CCCN(/C=C2\SC(=S)N(CC)C2=O)C1 (stereo not given)	29%	-12%	-19%	0	1%	0.0	2%	9%
COCCCNC(=O)CSc1nc2ccc(N3CCOCC3)cc2c(=O)n1CCc1ccccc1	?	12%	-10%	.	-13%	-2.5	-2%	-5%
O=C(c1ccco1)N(Cc1cccc([N+](=O)[O-])c1)c1ccc(Br)cc1	23%	2%	-21%	-5	-19%	-4.4	-22%	-20%
Cc1cc(C)nc(SCc2nnc(SCC#N)n2-c2cccc(Cl)c2)n1	7%	1%	1%	.	-3%	-1.9	-12%	3%

Next section.
SMILES	FUS suppressor	EPAC1 ag	EPAC1 antagonist	PI5P4K alpha inh	PLK1 PBD block	IL2 activator	WRN inhibitor	Abeta yeast res
O=C(CSc1ccc2ccccc2c1)NC1CCCc2ccccc21 (stereo not given)	.	11%	3%	2	-11%	-0.6	1%	11%
COc1ccc(N/C=C2\C(=O)CCc3c2oc2cc(Cl)c(O)c(Cl)c32)cc1	-12%	28%	-13%	?	-9%	268*	?	-25%
COc1ccc(CCNC(=O)c2cnccn2)cc1	3%	-32%[inhibitor]	2%	-14	-2%	-4.3	-7%	-16%
O=C1N(Cc2ccccc2F)c2ccccc2C12OCCCO2	36%	3%	-1%	.	0%	0.1	7%	1%
CC(C)N(Cc1ccccc1)C(=O)CN1c2cccc3cccc(c23)S1(=O)=O	.	-4%	2%	-15	-2%	-4.7	-23%	-15%
Cc1ccc(Cl)cc1NS(=O)(=O)c1ccc2oc(=O)ccc2c1	-9%	-3%	-19%	-4	-18%	0.1	-8%	19%
CCCc1nn(C)c2c(=O)[nH]c(-c3cc(S(=O)(=O)N(CCO)CCO)ccc3OCC)nc12	-20%	3%	-1%	3	1%	-2.6	0%	6%
COCCNc1nc(CSc2ccccc2)nc2sc(C)c(C)c12	18%	13%	-11%	2	-12%	-3.2	-7%	-24%
Cc1ccc(C)c(NC(=O)CN(C)C(=O)Cc2ccc(Cl)cc2Cl)c1	16%	2%	2%	2	-15%	1.2	6%	4%
COc1ccccc1N1CCN(S(=O)(=O)c2cccc3nsnc23)CC1	?	13%	-13%	.	-15%	2.6	-7%	0%
COc1ccc(CN2CN(C3CCCC3)CSC2=S)cc1	8%	3%	3%	0	-17%	-0.3	-4%	7%
C(=N\Nc1nncc2ccccc12)/c1ccccc1	6%	-9%	4%	-4	2%	0.8	-11%	-8%
CCOC(=O)CSc1nnc(-c2cccnc2)n1Cc1ccccc1	-15%	-3%	-4%	-7	-2%	-2.0	-20%[57.1 µM]	12%
COC(=O)C1CCN(C(=O)Cc2c(OC)ccc3cc(Br)ccc23)CC1	19%	2%	-8%	1	-11%	0.7	5%	3%
CCOC(=O)C1(C)CCCN(C(=O)c2c(F)cccc2F)C1 (stereo not given)	4%	3%	1%	-6	3%	-0.1	2%	-10%
O=C(COC(=O)CCC(=O)c1ccc(F)cc1)NCc1ccc(Cl)cc1	7%	-5%	-5%	-1	-6%	0.8	-5%	-30%[inhibitor]
COc1ccc(C(=O)C2CCCN(C(=O)c3ccc(OC)o3)C2)c(C)c1 (stereo not given)	25%	-9%	2%	-20	-27%	-0.9	?	-15%
Cc1ccc(C)c(OCC(=O)NNC(=O)CSC(=S)N2CCCC2)c1	8%	-6%	9%	-2	-3%	2.7	5%	-12%
CCn1cc(C(=O)N2CCCc3ccccc32)c2cc(OC)c(OC)cc2c1=O	18%	9%	-2%	-1	-11%	2.1	-29%	5%
COc1ccc(C2=Nn3c(nnc3-c3ccncc3)SC2)cc1	-2%	-7%	0%	.	-5%	1.6	0%	10%
COC(CNS(=O)(=O)c1ccc(S(=O)(=O)N2CCCC2)cc1)OC	1%	16%	0%	3	-4%	1.1	10%	0%
CCOc1ccc(C(=O)Nc2ccc(NC(=O)c3ccccc3)c(C)c2)cc1[N+](=O)[O-]	1%	8%	4%	11	-26%	-0.1	-28%	4%
COc1cc(-c2noc(C)c2C(=O)N[C@@H](CO)Cc2ccccc2)cc(OC)c1OC	-7%	16%	-11%	-3	-6%	2.6	-6%	-10%
Cc1cc(NC(=O)COC(=O)CSc2nc3cc(Cl)ccc3n2Cc2ccccc2)no1	27%	6%	4%	1	?	-0.4	1%	1%
CCn1c(=N)c(C(=O)NC)cc2c(=O)n3cccc(C)c3nc21	7%	5%	-1%	3	-5%	0.8	12%	10%
Cn1cc(/C=C(\NC(=O)c2ccccc2Cl)C(=O)NCCCn2ccnc2)c2ccccc21	-12%	0%	4%	10	-15%	1.5	-4%	15%
COc1ccc(O)c(-c2nc(N)nc(N)n2)c1	-26%	2%	-22%	-2	-5%	-0.3	-7%	-7%
O=C1CC(N2CCN(c3ccc(F)cc3)CC2)C(=O)N1Cc1cccs1 (stereo not given)	-5%	-14%	-4%	-1	-3%	0.6	-4%	-20%
CSc1ccccc1NC(=O)c1ccc(CN2CCOCC2)cc1	11%	0%	10%	6	-12%	0.0	6%	-11%
COc1ccc(C2=CC(=O)CC(c3ccc(F)cc3)C2)cn1 (stereo not given)	14%	-4%	-18%	0	-5%	-0.1	-7%	-3%
CCOc1ccc(NC(=O)Cn2nnc(C(=O)NCc3ccco3)c2N)cc1	39%	7%	6%	.	-3%	2.7	1%	-3%
Cc1cc(C)cc(NC(=S)N(Cc2ccc(Cl)cc2)Cc2ccc(C(=O)O)cc2)c1	44%	-11%	21%	3	-8%	-0.3	8%	-17%
Cc1ccc(-c2ccc(/C=N/N3C(=O)C4C5C=CC(C6CC56)C4C3=O)o2)c([N+](=O)[O-])c1 (stereo not given)	11%	9%	-1%	3	-12%	0.5	-10%	-24%
O=C1c2ccccc2C(=O)C1(CO)c1ccccc1	-1%	3%	-33%	-14	-11%	-1.2	-31%[57.1 µM]	-79%[inhibitor]
Cc1ccc(-c2nn(CC(=O)NC(C)c3ccccc3)c(=O)c3ccccc23)cc1 (stereo not given)	5%	4%	-6%	-3	-13%	-0.1	-1%	0%
